Bioassay records (PubChem)
ABCB6 inh 2: human ABCB6 transporter inhibition. Q9NP58. K562-ABCB6 porphyrin accumulation, flow cytometry, 1 h; stronger effect = lower value. fluorescence ratio to DMSO, % at 10 µM. 360,000 compounds, 0.19% hits. AID 602162;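 active means fluorescence ratio to DMSO below 75%, the collection mean minus 3 SD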;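 further: signal is porphyrin accumulated inside mitochondria; 100% equals median channel fluorescence of DMSO control wells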
Cardio protect: protects H9c2 cardiomyocytes from peroxide injury; H2O2 injury protection, ATPLite, 2 h; protection from H2O2 cell death, % at 20 µM; 360,000 compounds, 0.63% hits;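 active means compounds giving at least 50% protection of heart cells from peroxide-induced death in the single-dose screen, raw or plate-pattern-corrected value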;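 further: 0% = DMSO wells with peroxide and 100% = DMSO wells without peroxide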
Glyco luc inh: N-linked glycosylation inhibition; reporter increase, % at 12.5 µM; D54 ERlucT glycosylation luciferase reporter, 24 h; percent of 100 nM tunicamycin response; 360,000 compounds, 0.23% hits; AID 588692;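 active means mean luciferase reporter signal, scaled so untreated is 0 and the glycosylation-blocking control 100, at or above a set limit in every replicate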;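 further: luciferase carries N-glycosylation sites so blocking glycosylation raises the light; 0% = median of neutral control wells and 100% = median of 100 nM tunicamycin wells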
MC4R barr agon: human MC4R agonism via beta-arrestin. 360,000 compounds, 0.98% hits. AID 540308. U2OS MC4R beta-arrestin complementation, luminescence; percent of melanotan II response, DMSO zero. activation, % at 8.9 µM;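 active means activation above a per-plate cutoff, the mean activation of sample wells on that plate plus 3 SD, cut at about 8% in these data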
TLR9-MyD88 inh: TLR9-MyD88 interaction inhibition. Q9NR96+Q99836. CHO BLA complementation TLR9-MyD88, CCF4 FRET ratio. inhibition, % at 4.98 µM. 340,000 compounds, 0.21% hits;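 active means inhibition above the mean over all tested compounds plus 3 SD, cut at about 21% in these data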;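 further: 0% = DMSO only wells and 100% = clavulanate BLA inhibitor control wells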
NOD2 RIPK2 PPI: NOD2-RIPK2 protein interaction inhibition. 360,000 compounds, 0.38% hits. CHO BLA complementation NOD2-RIPK2, CCF4 ratio. AID 624267. inhibition, % at 4.98 µM; in the data active means inhibition above about 21%;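 further: 0% = vehicle only and 100% = reference blocker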
MC4R antagonist: human MC4R antagonism in cAMP assay; P32245; MC4R-expressing cells, MTII-stimulated cAMP, LANCE TR-FRET; inhibition, % at 6.5 µM; 360,000 compounds, 0.48% hits;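 active means inhibition above its plate's cutoff, the mean of tested wells on that plate plus 3 SD, cut at about 29% in these data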;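 further: 0% = Melanotan II alone and 100% = Melanotan II plus saturating MCL0020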
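material = U2OS cells stably expressing human melanocortin 4 receptor (MC4R) | also added = Melanotan II challenge | dosing = single nominal compound dose of 6.5 µM | detection = TR-FRET with Eu-cAMP and labeled anti-cAMP, 671 nm | replication = singlicate | timing = compound 30 min, challenge 1 h, detection 1 h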
SRC2 inh: inhibits human steroid receptor coactivator 2 | Q15596 | HEK293 GAL4-SRC2 luciferase reporter, luminescence | inhibition, % at 9 µM | 370,000 compounds, 0.17% hits | AID 651957;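 active means inhibition above the mean inhibition of all tested compounds plus 3 SD, set per campaign, cut at about 52% in these data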;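 further: 0% = DMSO treated cells and 100% = cells given Gossypol at 36 µM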
HTR2A ag: mouse HTR2A agonism via beta-arrestin recruitment; activation, % at 7.6 µM; AID 624169; P35363; CHO-K1 mHTR2A beta-arrestin complementation, luminescence; percent of 30 µM serotonin response; 360,000 compounds, 0.66% hits;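 active means activation above a run cutoff, the mean activation of all tested compounds plus 3 SD, cut at about 14% in these data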;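 further: 0% = plate median of compound wells and 100% = 30 µM serotonin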
ABHD5 PLIN5 PPI: blocks binding of human ABHD5 to perilipin-5 | Q00G26+Q8WTS1 | Split G. princeps luciferase complementation, luminescence, 4 h | inhibition, % at 4 µM | 360,000 compounds, 0.78% hits;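 active means inhibition above the mean inhibition across every tested compound plus 3 SD, cut at about 22% in these data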;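 further: 0% = DMSO only wells and the 100% control is not disclosed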
Numbers without * were called inactive; / = not tested or not shown.

Under each structure: ABCB6 inh 2	Cardio protect	Glyco luc inh	MC4R barr agon	TLR9-MyD88 inh	NOD2 RIPK2 PPI	MC4R antagonist	SRC2 inh	HTR2A ag	ABHD5 PLIN5 PPI
Cn1c(SCC(=O)Nc2ccc(C(N)=O)cc2)nnc1-c1cccs1
    107	-4	0	-1.5	2	0	9	9	0	-5
Cc1csc(NC(=O)CCC(=O)N(CC(=O)NC2CCCC2)c2ccccc2)n1
    90	2	0	0.9	-8	-12	-4	-37	-5	-4
COc1ccc(-c2nc3ccc(C)cn3c2Cc2cccc(F)c2)cc1OC
    104	3	4	/	/	3	/	-10	-5	5
CNS(=O)(=O)c1cccc(C(=O)OCC(=O)c2ccc3c(c2)OCCO3)c1
    93	-20	-2	-1.9	-2	-2	1	-5	4	3
CCOC(=O)Cn1c(=O)c2c(nc(N3CCCCC3)n2C)n(C)c1=O
    91	-5	2	-2.4	-3	-11	-5	22	5	-2
S=c1[nH]nc(COc2ccccc2)n1/N=C/c1ccccc1Cl
    99	-13	-3	4.1	3	-3	26	-7	-9	-7
Nc1nc(N)c2cc(S(=O)(=O)c3ccc4ccccc4c3)ccc2n1
    94	-7	-4	0.7	0	3	7	29	-4	-5
O=C(Nc1ccc2c(c1)S(=O)(=O)N=C1CCCCCN12)c1ccccc1Cl
    101	1	-3	-2.1	-8	-4	0	-10	10	3
COc1ccc(S(=O)(=O)N2CCN(CC(=O)Nc3cc(C(F)(F)F)ccc3Cl)CC2)cc1
    89	-13	-2	0.5	-6	-7	4	/	2	2
CCOC(=O)c1sc(Nc2ccc(OCC)cc2)nc1C
    91	-7	-2	3.9	-4	-2	22	-11	5	-6
Cc1ccc(C(=O)NCc2cccnc2)cc1S(=O)(=O)N1CCCCCC1
    93	0	-1	-3.3	2	-10	6	-20	-3	7
COc1ccc2nc(-n3c(C)ccc3C)sc2c1
    99	-7	1	-1.0	-5	-7	-1	9	-2	0
Cc1nonc1C(=O)N/N=C/c1ccc(O)cc1O
    93	46	-2	1.4	0	2	5	-13	5	4
COCCCNC(=O)/C=C/c1ccc(Cl)cc1Cl
    102	-2	0	-1.2	2	-11	4	-36	-1	8
Cc1nnnn1CC(=O)Nc1ccccc1[N+](=O)[O-]
    93	4	-1	-2.0	-6	-4	-3	7	5	1
COc1cc(O)c2c(=O)c3c(O)c(O)ccc3oc2c1OC
    98	35	1	-0.4	1	-4	14	/	9	7
O=C(Cc1ccccc1F)NNC(=O)c1cccs1
    97	2	2	0.7	-14	-6	7	-20	-5	-9
CN1/C(=C\C(=O)c2cccc(S(=O)(=O)N3CCCCC3)c2)C(C)(C)c2ccccc21
    99	-3	-1	-2.4	-3	4	-7	-10	-2	-4
COc1cccc(CNC(=S)Nc2ccc3c(c2)c(=O)n(C)n3C)c1
    98	-2	1	-0.3	/	4	3	-13	-5	1
O=C(Cc1coc(-c2ccc(F)cc2)n1)N1CCOCC1
    99	2	2	-0.9	-18	-8	5	-1	4	1
Nc1ccc(S(=O)(=O)Nc2cnc3c(Cl)cccc3n2)cc1
    92	-5	11	-1.1	4	-6	1	-39	2	6
N#Cc1ccc(COC(=O)c2cnc(Cl)c(Cl)c2)cc1
    95	-1	-2	-3.8	2	5	1	1	2	-7
Cc1cc(C)n(-c2nnc3n2N=C(c2c[nH]c4ccccc24)CS3)n1
    91	12	21	-1.6	0	-2	-21	-21	-3	5
CCOCCCNC(=O)c1cc(Sc2ccc(F)cc2)nc2ccccc12
    102	8	-1	-0.8	-6	0	10	15	-6	0
COCCN(C(=O)COC(=O)CSc1cc(C)ccc1C)c1c(N)n(Cc2ccccc2)c(=O)[nH]c1=O
    100	3	0	-1.0	-2	2	1	10	6	-1
Cc1ccc(-n2c(SCC(=O)Nc3ccc4c(c3)OCO4)nnc2-c2ccccn2)cc1
    104	-4	-3	1.1	9	-17	2	-1	1	4
CN(C)CCCN1C(=O)c2cccc3c([N+](=O)[O-])ccc(c23)C1=O
    125	-12	57*	-2.7	70*	82*	-11	-277	7	-2
COc1ccc(OCc2cc(C(=O)N3CCCC(CO)C3)no2)c2ccccc12 (configuration not stated)
    104	-6	1	-1.9	0	-4	-3	-53	-1	2
O=C(CCCCCN1C(=O)CCC1=O)NCc1ccccc1
    89	11	5	-2.4	-5	-6	-3	1	-1	-2
Cc1cc(C)c(C)c(S(=O)(=O)Nc2ccc(OCC(=O)O)cc2)c1C
    95	5	2	1.2	6	-30	-1	-8	9	9
CCOc1ccc(Br)cc1-c1noc(-c2cccs2)n1
    101	-6	-9	4.1	-3	-13	7	-3	2	-2
O=C(Cn1cccc1)NC1CCCCCC1
    102	6	1	0.5	-1	-9	-4	-14	2	-3
Cc1nn(CC(=O)Nc2cc(S(=O)(=O)N3CCOCC3)ccc2Cl)c(C)c1[N+](=O)[O-]
    93	-1	-2	-2.4	3	2	11	16	7	-3
Cc1cccc(C)c1NC(=O)CN1CCN(CC(=O)c2cc(C)n(C3CC3)c2C)CC1
    94	3	1	-0.1	-1	3	1	13	0	1
CCS(=O)(=O)Nc1ccc(C2=NN(C(=S)Nc3ccccc3)C(c3ccco3)C2)cc1 (configuration not stated)
    102	-3	4	-0.8	-1	1	25	-34	-6	3
N#C/C(=C(/O)COC(=O)c1ccccc1O)c1nc2ccccc2s1
    221	-22	0	1.7	-8	0	4	0	5	-1
COc1ccc(CNC(=O)C2(CC3CC(c4ccccc4)=NO3)CCN(C(=O)Cc3ccc(F)cc3)CC2)cc1 (configuration not stated)
    90	24	2	0.5	-1	-9	10	-3	-6	-2
Nn1c(SCC(=O)NC2CCCCC2)nnc1C1CC1
    102	4	1	3.8	-1	4	-2	12	1	-2
O=C(CSc1nc2ccccc2s1)NNC(=S)Nc1ccc(Br)cc1
    90	-11	2	-2.9	5	1	10	-34	0	-19
COc1ccc(/C=C/C(=O)c2ccccn2)cc1
    103	-21	2	-3.3	10	5	6	-23	-6	7
CCn1cc(-c2n[nH]c(=S)n2-c2ccc(C)cc2Br)c(=O)c2ccc(C)nc21
    96	4	3	0.2	3	-4	7	-23	6	-1
O=c1[nH]c(=O)n(CCc2ccc(F)cc2)c(O)c1C=NCc1ccc2c(c1)OCO2
    100	-11	-3	-1.1	-2	0	3	6	0	1
CC(=O)NCCNC(=O)[C@H](Cc1ccccc1)NC(=O)c1cccs1
    104	-6	2	0.1	2	0	9	-14	-4	2
O=C(CN1CCN(Cc2ccc3c(c2)OCO3)CC1)c1c[nH]c2ccccc12
    113	-5	-1	-1.5	-2	6	0	6	-7	6
CC(C)C(=O)Nc1ccc(NC(=O)c2ccco2)cn1
    96	-3	-2	0.2	6	4	10	-44	-1	-1
COc1ccc(OCCNC(=O)C2(C)CCN2Cc2ccc3ccccc3c2)cc1 (configuration not stated)
    100	4	-5	1.9	/	-6	3	-21	-3	13
COc1ccc(Cl)cc1NC(=S)NNC(=O)c1cccs1
    98	-13	0	-0.4	-6	-1	-9	-24	10	1
N=c1c(C(=O)NCc2ccc(F)cc2)cc2c(=O)n3ccccc3nc2n1CC1CCCO1 (configuration not stated)
    116	10	3	4.5	-14	-22	-2	1	5	9
CN(CC(=O)Nc1ccc(F)cc1)CC(=O)N1CCCC1
    95	4	1	1.4	-8	-3	3	10	-1	-1
COC(=O)c1ccc(NC(=S)NC(=O)c2c(-c3ccccc3)noc2C)cc1
    103	-1	1	-1.2	4	8	-1	-6	-5	6
CCCn1cnc2c(=S)nc(N)[nH]c21
    93	14	-1	-0.3	-5	0	-3	-47	-3	2
Oc1ccc(C[C@H]2CNC(=S)N2C[C@H]2CCCN2C[C@H](Cc2ccccc2)N2C[C@H](Cc3ccccc3)N(CC3CCCCC3)C2=S)cc1
    100	/	/	/	/	-16	/	-24	-4	3
O=CC(O)C1OC(=O)C(O)C1O (configuration not stated)
    99	4	-3	0.0	3	-1	14	-10	1	4
Cc1ccc(-c2nc3c(c(=O)c4ccccc4n3C)c(=O)n2-c2ccccc2)cc1
    100	1	4	-1.3	3	0	28	10	-1	-3
Cc1cc(=O)oc2cc(OCC(=O)c3ccc4c(c3)NC(=O)CO4)ccc12
    100	12	-3	1.0	2	-10	14	8	-1	2
Cc1cc(NC(=O)CN(C)S(=O)(=O)c2cnc[nH]2)ccc1Br
    96	-6	-1	-1.5	12	-12	-1	-31	4	4
O=C(NCC(c1ccco1)N1CCCC1)c1cccc(S(=O)(=O)N2CCCCC2)c1 (configuration not stated)
    97	-3	0	-0.2	7	0	-6	-16	-12	-2
COC(=O)C(C)(C(=O)OC)c1ccccc1[N+](=O)[O-]
    105	2	0	-1.9	3	-2	3	11	3	-5
O=C(CSc1nnc(-c2ccco2)n1CC1CCCO1)c1ccc(F)cc1 (configuration not stated)
    94	4	-1	-1.9	2	3	-4	25	-2	6
CCc1cccc(NC(=O)CCC(=O)O)c1
    92	0	2	-1.5	7	-7	9	-15	1	1
O=C(CSCCNS(=O)(=O)c1ccccc1)Nc1ccccc1
    99	-1	0	-1.8	9	0	3	1	-8	-1

A portion of the library. The share of hits here may be higher or lower than overall.
